ABCB1 inh: human ABCB1 inhibition, ABCG2 as counter-screen | 190,000 compounds, 0.067% hits | inhibition, % at 6.6 µM | P08183 | CCRF-Adr cells, JC-1 efflux, flow cytometry; in the data active = inhibition above about 40%;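 also: 0% = vehicle and 100% = reference inhibitor; higher value means more JC-1 retained so stronger ABCB1 efflux block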
ABCG2 block: blocks JC-1 efflux by human ABCG2 transporter | 190,000 compounds, 0.1% hits | Q9UNQ0 | IgMXP3 cells, flow cytometry | AID 1325 | inhibition, % at 6.6 µM;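 active = inhibition above 80%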;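 also: 0% = DMSO and 100% = nicardipine control wells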
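Assay system – ABCG2 IgMXP3 and barcoded ABCB1 CCRF-Adr cell mix · Input – 3 million cells/mL in well · Reagent – JC-1 fluorescent substrate · Compound – single test compound dose, 6.6 µM final · Timing – 10 min exposure at 25 °C with rotation, no wash · Detection – flow cytometry of retained JC-1 fluorescence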
Avidin fluor: compound fluoresces at 488/530 nm on avidin beads. compound fluorescence 488/530 nm, flow cytometry; hits give high values. fluorescence (KMESF) at 10 µM. 220,000 compounds, 0.38% hits; in the data active = fluorescence above about 47; also: inactives centre near 10
Bcl-2 Bim block: disrupts Bim peptide binding to human Bcl-2. P10415. Bead-based flow cytometry, Bim peptide-Bcl-2 binding. inhibition, % at 10 µM. 190,000 compounds, 0.06% hits; in the data active = inhibition above about 40%; inconclusive = no clear call, values can overlap the other calls;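 also: 0% = no compound wells with probe peptide and 100% = reference peptide inhibitor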
Target sequence (P10415 whole entry, looked up): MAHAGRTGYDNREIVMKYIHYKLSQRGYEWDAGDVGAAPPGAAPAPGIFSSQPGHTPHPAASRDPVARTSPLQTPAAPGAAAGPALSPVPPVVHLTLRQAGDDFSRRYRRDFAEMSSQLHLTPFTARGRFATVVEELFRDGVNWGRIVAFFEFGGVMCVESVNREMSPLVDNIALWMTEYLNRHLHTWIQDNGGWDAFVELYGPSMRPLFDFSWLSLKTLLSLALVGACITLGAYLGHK
RGS7-Gao: modulates binding of RGS7 to human Galphao | binding response (% of control), % at 10 µM | AID 1439 | 220,000 compounds, 0.35% hits | Multiplexed bead flow cytometry; actives lie on both sides; in the data active = binding response below about 49% or above about 150%; inconclusive = no clear call, values can overlap the other calls; inactive = in between;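 also: fluorescent Galphao held in activated GDP-AlF4 state binding bead-coupled RGS7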
Target sequence (P09471 whole entry, looked up): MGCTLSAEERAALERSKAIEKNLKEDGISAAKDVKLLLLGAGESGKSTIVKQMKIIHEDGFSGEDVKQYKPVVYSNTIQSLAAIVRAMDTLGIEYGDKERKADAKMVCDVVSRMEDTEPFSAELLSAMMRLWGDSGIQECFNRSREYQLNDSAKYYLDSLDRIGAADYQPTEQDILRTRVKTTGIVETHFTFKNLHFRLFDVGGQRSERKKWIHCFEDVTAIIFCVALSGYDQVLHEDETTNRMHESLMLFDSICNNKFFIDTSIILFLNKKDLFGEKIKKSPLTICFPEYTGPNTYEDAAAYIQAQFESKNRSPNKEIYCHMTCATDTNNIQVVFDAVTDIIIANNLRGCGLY
RGS4-Gao reg: modulates binding of RGS4 to human Galphao. binding response (% of control), % at 10 µM. AID 1415. 220,000 compounds, 0.33% hits. Multiplexed bead flow cytometry; actives lie on both sides; in the data active = binding response below about 49% or above about 150%; inactive = in between;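 also: fluorescent Galphao activated with aluminum fluoride binding bead-coupled RGS4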
Bcl-W Bim block: disrupts Bim peptide binding to human Bcl-W; Q92843; inhibition, % at 10 µM; 190,000 compounds, 0.02% hits; bead-based flow cytometry;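 also: 0% = bound tracer without compound and 100% = peptide blocker; higher means less fluorescent Bim peptide bound to Bcl-W beads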
Bcl-XL Bim block: disrupts Bim peptide binding to human Bcl-XL; AID 1007; inhibition, % at 10 µM; 190,000 compounds, 0.04% hits; bead flow cytometry, fluorescence
Target sequence (Q07817 whole entry, looked up): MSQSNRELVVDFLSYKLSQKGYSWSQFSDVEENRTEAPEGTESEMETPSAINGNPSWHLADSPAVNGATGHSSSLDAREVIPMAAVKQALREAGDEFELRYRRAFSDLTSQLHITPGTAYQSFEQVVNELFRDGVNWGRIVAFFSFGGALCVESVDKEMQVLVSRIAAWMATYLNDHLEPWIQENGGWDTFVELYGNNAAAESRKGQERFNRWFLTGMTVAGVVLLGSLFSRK
Bcl-B Bim block: inhibitors of Bim-Bcl-B interaction, human | inhibition, % at 10 µM | AID 951 | Q9HD36 | 190,000 compounds, 0.073% hits | bead-based flow cytometry, Bim peptide-Bcl-B binding;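 also: 0% = tracer peptide without compound and 100% = reference inhibitor peptide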
Target sequence (Q9HD36 whole entry, looked up): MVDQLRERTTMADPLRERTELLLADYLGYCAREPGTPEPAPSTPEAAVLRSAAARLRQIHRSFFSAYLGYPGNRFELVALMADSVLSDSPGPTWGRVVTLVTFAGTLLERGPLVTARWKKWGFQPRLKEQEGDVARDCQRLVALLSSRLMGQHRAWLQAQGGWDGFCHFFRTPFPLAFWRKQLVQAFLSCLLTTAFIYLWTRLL
Bim-Bfl-1: disrupts Bim binding to human Bfl-1; inhibition, % at 10 µM; Bead-based flow cytometry, Bim-Bfl-1 binding inhibition; 190,000 compounds, 0.12% hits;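 also: 0% = wells without compound plus tracer and 100% = blocker peptide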
GSH fluor: GSH bead compound fluorescence profile. GSH beads flow cytometry, compound fluorescence 488/530 nm; hits give high values. 190,000 compounds, 0.25% hits. AID 1776. fluorescence (KMESF) at 10 µM; in the data active = fluorescence above about 89;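 also: glutathione beads carrying GST-tagged Bcl family fusion proteins plus one bare bead set; values are compound well signal with DMSO vehicle wells as background; inactives centre near 16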
Numbers without * were called inactive; ? = inconclusive; nt = no result given. Rule as the data show it, unless noted: active = inhibition above about 40%.

SMILES	ABCB1 inh	ABCG2 block	Avidin fluor	Bcl-2 Bim block	RGS7-Gao	RGS4-Gao reg	Bcl-W Bim block	Bcl-XL Bim block	Bcl-B Bim block	Bim-Bfl-1	GSH fluor
CSCC(C)N1CCC(CO)(CCc2ccccc2)CC1 (stereo not given)	0.4	3	2	-3	114	108	-3	0	1	3	16
Clc1ccc(Cl)c(OCCCCNCc2ccccc2)c1	2.3	3	15	0	101	101	-4	-6	-5	6	9
CC(=O)N(C)c1cccc([N+](=O)[O-])c1	0.2	0	9	0	?	108	-4	-3	-4	-2	10
O=C(Nc1nnc(C2=COCCO2)o1)c1ccc(Cc2ccccc2)cc1	0.5	3	9	0	?	104	0	0	2	-3	19
CCOC(=O)C1CCN(C(=O)CCS(=O)(=O)c2ccc3c(c2)CC(C)N3C(=O)CC)CC1 (stereo not given)	0.8	2	26	-2	97	100	0	-3	-6	-6	10
COc1ccc(Nc2nc(-c3cccs3)cs2)cc1	0.2	2	38	0	105	103	-2	-2	-9	0	18
CS(=O)(=O)N1CCN(c2ccc(NC(=O)Cc3ccccc3)cc2)CC1	0.2	1	6	-6	104	101	-1	-6	-6	-11	35
COCCNc1ccc(S(=O)(=O)N2CCCC2)cc1[N+](=O)[O-]	1.6	5	13	-1	102	101	-2	0	0	-2	12
Cc1c(C(=O)N2CC(C)OC(C)C2)sc2nc(-c3ccc(F)cc3)cn12 (stereo not given)	0.2	2	13	-1	99	98	-1	-4	-3	-1	17
CCn1c2ccccc2c2cc(NC(=O)CSc3nnc(-c4ccccc4OC)n3N)ccc21	0.5	4	10	-6	102	104	0	4	-11	-12	37
CCc1cccc(CC)c1NC(=O)NC1CCCCC1	0.4	3	4	1	102	105	-1	-3	-1	0	6
COc1cc(/C=C(\NC(C)=O)C(=O)Nc2ccccc2C)ccc1OC(C)=O	2.2	5	7	-9	93	100	-9	-11	-13	-5	17
O=C(CSc1nc2ccccc2c(=O)n1NC(=O)Cc1ccccc1)NCc1ccccc1Cl	0.1	0	21	-2	103	105	1	-6	0	-3	21
Cc1ccc(OCCCCNC2CCCCC2)c(C)c1	1.4	6	8	-5	101	97	-1	0	1	-7	13
CCC(=O)OCCn1c(Br)nc2c1c(=O)[nH]c(=O)n2C	0.4	1	12	0	102	104	-2	-3	0	-1	22
COc1ccc(-n2c(SCC(=O)Nc3sc4c(c3C#N)CCCC4)nnc2-c2ccc(O)cc2)cc1	-0.1	0	8	-25	97	103	-7	-16	-17	-11	53
CCn1cc(Br)c(C(=O)Nc2ccccc2C(=O)OC)n1	0.4	22	11	-1	?	101	4	0	0	4	11
O=C(c1ccccn1)C1CCCN(Cc2cn[nH]c2-c2cc3ccccc3o2)C1 (stereo not given)	1.8	3	5	-2	84	88	0	0	-2	-2	18
COc1ccc(/C=N/NC(=O)C(O)(c2ccccc2)c2ccccc2)cc1OC	0.8	4	5	-1	90	88	-2	0	-2	-2	24
N#Cc1cc2c(nc1SCC(=O)N1CCOCC1)CCCCC2	nt	nt	4	0	84	86	2	-2	-4	-6	17
c1ccc2[nH]c(SCc3ccc(-c4nnco4)cc3)nc2c1	0.6	4	20	-4	95	92	-1	-2	0	0	7
COC(=O)c1c(C)oc2ccc(N(C(=O)Oc3ccccc3)S(=O)(=O)c3ccc(Cl)c([N+](=O)[O-])c3)cc12	-0.6	-5	0	4	92	93	1	0	-2	0	6
CC(C)C(C(=O)O)N1CCS(=O)(=O)CC1 (stereo not given)	0.2	2	9	0	105	102	0	-3	0	-6	12
O=C(NCc1nnc(SCC(=O)N2CCc3ccccc32)o1)c1ccco1	0.8	5	24	-2	101	101	-1	-3	-5	-12	11
Cc1ccc(CNC(=O)C2=CCN(S(=O)(=O)c3ccc(C)cc3)CC2)cc1	1.6	13	7	0	108	104	-2	-9	-17	2	15

Next part; it opens with the 6 that closed the last part.
SMILES	ABCB1 inh	ABCG2 block	Avidin fluor	Bcl-2 Bim block	RGS7-Gao	RGS4-Gao reg	Bcl-W Bim block	Bcl-XL Bim block	Bcl-B Bim block	Bim-Bfl-1	GSH fluor
N#Cc1cc2c(nc1SCC(=O)N1CCOCC1)CCCCC2	nt	nt	4	0	84	86	2	-2	-4	-6	17
c1ccc2[nH]c(SCc3ccc(-c4nnco4)cc3)nc2c1	0.6	4	20	-4	95	92	-1	-2	0	0	7
COC(=O)c1c(C)oc2ccc(N(C(=O)Oc3ccccc3)S(=O)(=O)c3ccc(Cl)c([N+](=O)[O-])c3)cc12	-0.6	-5	0	4	92	93	1	0	-2	0	6
CC(C)C(C(=O)O)N1CCS(=O)(=O)CC1 (stereo not given)	0.2	2	9	0	105	102	0	-3	0	-6	12
O=C(NCc1nnc(SCC(=O)N2CCc3ccccc32)o1)c1ccco1	0.8	5	24	-2	101	101	-1	-3	-5	-12	11
Cc1ccc(CNC(=O)C2=CCN(S(=O)(=O)c3ccc(C)cc3)CC2)cc1	1.6	13	7	0	108	104	-2	-9	-17	2	15
COc1ccccc1C1CN=NC12CCCc1ccccc1C2=O (stereo not given)	0.0	2	11	-11	105	100	-2	-11	-14	-17	34
CC1(C)CC(NC(=S)Nc2ccc(S(N)(=O)=O)cc2)CC(C)(C)N1	0.1	1	21	3	96	93	0	-5	-31	11	8
COc1ccc(CCNC(=O)C(C)Sc2ccccc2)cc1OC (stereo not given)	0.8	5	9	0	101	104	5	7	-4	-11	59
COc1ccc(CNc2oc(COc3ccccc3Cl)nc2C#N)cc1	0.5	1	14	-5	97	100	-2	0	0	-1	12
Cc1ccccc1Nc1nc(N)nc(CN(C)Cc2ccccc2Cl)n1	0.8	5	11	1	99	101	0	-6	-5	0	7
CCCN1CC=C2C(C#N)=C(N)C(C#N)(C#N)C(c3cccc(OC)c3OC)C2C1 (stereo not given)	1.3	3	14	0	98	97	-5	-3	-1	0	25
O=C(CN1C(=O)c2cccc3cccc(c23)C1=O)NCCN1CCOCC1	0.8	8	8	-1	105	102	-3	-5	-3	4	21
CC(C)(C)NC(=O)[C@H]1CC[C@H]2[C@@H]3CC[C@H]4NC(=O)C=C[C@]4(C)[C@H]3CC[C@]12C	nt	1	7	-5	101	104	0	-3	-2	0	65
CCCCN(C)C(=O)c1cn(C)c2ccc(S(=O)(=O)N(C)C)cc2c1=O	-0.4	-2	21	-3	100	103	-6	-4	-4	-5	14
O=C(NC(=S)Nc1ccccc1)c1cc(-c2ccccc2)nc2ccccc12	0.2	7	11	1	100	108	0	0	0	0	9
COc1ccccc1-c1cc(C(F)(F)F)nc(N2CCOCC2)n1	0.9	5	31	-1	101	101	0	0	0	-3	19
CCOC(=O)CCc1c(C)c2ccc(OCC)c(C)c2oc1=O	-4.1	0	10	-10	100	98	0	-2	-7	-9	11
O=C(NCc1ccccn1)c1cccc([N+](=O)[O-])c1	0.1	1	27	-4	104	99	0	0	1	0	15
Cc1nnc(SCC(=O)Nc2cccc(C(F)(F)F)c2)[nH]c1=O	0.8	8	27	-15	102	103	-2	-10	-10	-18	23
Cc1ccc(C)c(NC(=S)NCc2ccc3[nH]c4c(c3c2)CCCC4)c1	1.7	5	8	2	99	102	-1	-5	-8	5	16
Cc1cccc(-c2noc(Cc3ccc(Cl)cc3)n2)c1	-2.4	1	13	-11	98	104	0	-5	-10	-16	32
O=C(CNC1=NCCC1)c1ccc2c(c1)OCCO2	1.3	31	13	-13	95	100	-2	-13	-12	-16	38
Cc1cn(C(=O)C(C)N2C(=O)c3ccccc3C2=O)c(C)n1 (stereo not given)	0.2	0	9	-7	100	104	2	0	-5	-13	14
CC(=O)Oc1ccc(N2C(=O)C3C4C=CC(C5CC45)C3C2=O)cc1[N+](=O)[O-] (stereo not given)	0.5	1	12	-3	98	102	0	-3	-3	8	24
Cc1ccc(OCCSc2ncnc3sc(C)c(C)c23)cc1C	0.0	1	21	-4	93	94	-4	-3	-3	0	11
COc1ccc(CNc2nc(S(=O)(=O)c3ccccc3)c(Cl)s2)cc1OC	0.1	2	6	3	106	105	0	2	4	3	9
O=[N+]([O-])c1cn(-c2nc(-c3ccco3)cc(C(F)(F)F)n2)cn1	-0.4	14	8	-7	101	102	2	-5	-4	-10	40
O=C(Nc1ccccc1)C1=C[C@H](c2coc3ccccc3c2=O)C[C@H](OCCCCO)O1	1.9	10	6	-4	103	102	-2	-1	-5	-5	17
COc1ccc(O)c(CNc2ccccc2F)c1	-0.1	1	nt	1	103	109	-1	-1	0	0	67
COc1ccc(Oc2cc(C)nc(Cl)n2)nn1	-0.2	-1	12	-6	106	106	-4	-5	-7	-7	11
More results.
SMILES	ABCB1 inh	ABCG2 block	Avidin fluor	Bcl-2 Bim block	RGS7-Gao	RGS4-Gao reg	Bcl-W Bim block	Bcl-XL Bim block	Bcl-B Bim block	Bim-Bfl-1	GSH fluor
C/C(CC(=O)Nc1ccc(Cl)c(C(F)(F)F)c1)=N\NC(N)=S	0.9	6	13	-2	103	101	-7	-2	-12	3	14
Cc1cc(C)cc(NC(=O)N2CCCCCCC2)c1	2.8	7	9	-2	?	103	0	-2	-3	-3	19
NC1=NC(=O)CC(C(=O)NCc2ccccc2)S1 (stereo not given)	0.3	0	15	-7	103	102	0	-3	-5	-11	30
O=C(NCCc1c[nH]c2ccccc12)/C(=C/c1ccco1)NC(=O)c1ccco1	0.7	5	11	1	97	102	2	0	-2	0	14
O=C(NCCc1cccs1)C1CC(c2cccc([N+](=O)[O-])c2)=NO1 (stereo not given)	0.7	2	10	3	94	102	0	1	2	0	21
C=CCn1c(SCc2ccc([N+](=O)[O-])cc2)nnc1C(C)NC(=O)c1ccccc1 (stereo not given)	0.7	3	2	0	95	92	0	0	-5	0	20
c1coc(CN(Cc2cccs2)Cc2nnnn2C2CCCCC2)c1	1.8	16	21	-10	95	97	-5	-10	-5	-7	21
CCc1nnc(NC(=O)CSc2nnc(-c3ccc(S(=O)(=O)N(CC)CC)cc3)n2CC)s1	0.5	1	16	0	92	97	0	0	0	-1	11
O=[N+]([O-])c1ccc2nc(CCCO)[nH]c2c1	0.7	2	10	4	97	99	5	0	2	0	23
CCOC(=O)c1ccccc1NC(=O)c1ccc(N(C)S(C)(=O)=O)cc1	1.0	7	16	-10	103	99	0	-5	-7	-14	43
O=C(NCCc1c[nH]c2ccccc12)c1ccc(S(=O)(=O)NCc2ccco2)cc1	-0.3	1	10	-8	97	100	-5	3	-10	-8	35
C=CCOc1ccc(C=Nc2ccc(Cl)cc2)c(O)c1	0.8	2	3	1	100	103	-1	-2	-1	0	8
Cc1[nH]n(-c2ccc([N+](=O)[O-])cc2)c(=O)c1C=NCCN1CCN(C(=O)c2cccc(F)c2)CC1	0.7	3	22	-5	103	102	1	0	-3	-10	6
O=C(CNC(=O)c1ccco1)OCC(=O)c1ccccc1	0.6	2	21	0	127	135	-1	0	0	-2	10
O=C(COc1ccc(Cl)cc1Cl)NC1CCSC1=O (stereo not given)	0.3	1	8	-6	99	99	1	0	-2	-5	58
COc1ccccc1NC(=S)N/N=C/c1ccc(O)cc1	0.4	-1	4	4	104	108	-1	1	0	2	7
N#CC1=C(N)Oc2cc3ccccc3cc2C1c1cccs1 (stereo not given)	0.0	2	9	-11	96	95	1	3	-6	-12	57
CCc1ccc(C(C)NC(=O)/C(C#N)=C\c2cn[nH]c2-c2ccccc2)cc1 (stereo not given)	1.6	6	7	2	81	86	2	-3	-1	-2	11
